From PubChem BioAssay
TGFb SMAD3 inh – qHTS for Inhibitors of TGF-b | HepG2 CAGA-GFP TGF-b/SMAD3 reporter, GFP fluorescence, 18 h; TGF-beta stimulated, 500 pg/mL final | Potency, µM (top dose mostly 46.1 µM), without a hit: at the highest dose activity, negative = inhibition, usual class: inhibitors | hit rate 1.2% among 410,000; note: potency is the fitted concentration of half-maximal effect; % is set by controls: 0 for no effect and ±100 for the full control effect; nearly all actives have a fitted effect of over 65% in size
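Inhibition was scored as loss of TGF-beta-induced (500 pg/mL final, 18 hours, 37 degrees C) GFP in HEPG2 cells carrying a CAGA-GFP reporter, in DMEM with 1% FBS. Well GFP was summed per cell; Activity was normalised to unstimulated and stimulated DMSO wells, then concentration-response fitting.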
HepG2 tox – qHTS for Inhibitors of TGF-b: Cytotox Counterscreen | HepG2 CAGA-GFP viability, ATP luminescence, 18 h | Potency, µM (doses to about 46.1 µM), without a hit: at the highest dose activity change, negative = cytotoxicity, usual class: cytotoxic | hit rate 0.76% among 410,000; note: potency is the fitted concentration of half-maximal effect; some results filed as inactive show a strong effect at the top dose
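CellTiter-Glo luminescence gave cytotoxicity after 18 hours at 37 degrees C. The cells were HepG2 CAGA-GFP in 1% FBS DMEM, stimulated with 500 pg/mL TGF-beta after compound addition. %Activity was normalised to no-cell wells (complete cell-killing) and DMSO (no toxicity), and curves were fitted and classified.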
S2 tox – Viability Counterscreen for Primary qHTS for Inhibitors of ATXN expression. S2 cells (HEK-293 line with an ATXN2-luciferase reporter) viability, CellTiter-Fluor protease fluorescence, 24 h. Potency, µM (titrated, usually from 56.7 µM), most hits filed as cytotoxic. hit rate 0.49% among 400,000; note: potency is the fitted concentration of half-maximal effect; nearly all actives have a fitted effect of over 40% in size
CCT chaperon mod – High-Throughput Screening for Modulators of Cytosolic Chaperonin Activity; activity change, % (test concentration not listed), hits read low; hit rate 0.3% among 360,000; purified chaperonin ATPase assay, HTRF ADP detection, 30 min; AID 651819, 2012; in the data active = activity change below about -30%; note: % is set by controls: 0 for no effect and ±100 for the full control effect
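TRiC (40 or 20 nM final, by batch activity) in 30 mM Tris pH 7.4, 100 mM KCl, 5 mM MgCl2, 1 mM DTT was treated with compound at 76 uM single dose, then 10 uM ATP, 30 min at 37 °C. ADP was read by HTRF Transcreener.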
Nrf2 ARE act – qHTS of Nrf2 Activators. AREc32 ARE-luciferase reporter (MCF7-derived line), luminescence, 24 h. Potency, µM (highest dose often 46.1 µM), for the others: at the highest dose activation, usual class: activators. hit rate 0.31% among 410,000. AID 624171, 2012; note: potency is the fitted concentration of half-maximal effect; % of control where 0% means no effect; nearly all actives have a fitted effect of over 65% in size
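Steps: seed AREc32_Fluc cells (1000/well, 5% FBS OPTI-MEM); incubate overnight at 37 deg C; add 23 nL compound; incubate 24 hr; add Steady-Glo; hold 30 min RT; read luminescence.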
Mm-Cpn inhibitor – Inhibitors of TCP-1 ring complex (TRiC) of Methanococcus maripaludis (MmCpn): qHTS | purified Mm-Cpn ATPase, ADP Transcreener TR-FRET | Potency, µM (highest dose often 76.9 µM), for inactives: at the top dose activity, negative = inhibition, hits mostly inhibitors | hit rate 0.031% among 330,000; note: potency is the fitted concentration of half-maximal effect; % is set by controls: 0 for no effect and ±100 for the full control effect; nearly all actives have a fitted effect of over 80% in size
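Compound-treated chaperonin, 25 nM final, turns over 10 uM ATP at 37°C for 30 min following a 10 min preincubation; ADP generated competes with ADP-d2 for Eu-cryptate antibody, lowering FRET.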
Nrf2 inh – Nrf2 qHTS screen for inhibitors | AID 504444, 2011 | Potency, µM (top dose mostly 46 µM), for the others: top-dose activity change, negative = inhibition, usual class: inhibitors | A549 ARE-Fluc reporter, luciferase luminescence, 18-24 h | hit rate 2.1% among 360,000; note: potency is the fitted concentration of half-maximal effect; % is set by controls: 0 for no effect and ±100 for the full control effect; nearly all actives have a fitted effect of over 60% in size
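Two sequential reads on A549 ARE_Fluc cells exposed to compound for 18-24 h: a CellTiter-Fluor fluorescence read for viability, then a luciferase luminescence read for Nrf2/ARE activity.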
pAkt inh – HTS Assay for Inhibitors of Akt Phophorylation: Primary Screen; Neuro2A IGF-stimulated pAkt S473 HTRF, 20 min; stronger effect = lower value; activity change, % for hits at 50 µM; hit rate 0.32% among 360,000; AID 651550, 2012; in the data active = activity change below about -80%; inconclusive = mostly about -51% to -80%; note: % is set by controls: 0 for no effect and ±100 for the full control effect
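Neuro2A cells (4,500/well, DMEM with 0.5% FBS) were treated with compound at a single 50 µM final concentration, stimulated with 6 nM IGF for 20 min at 37 °C, and lysed. Phospho-Akt Ser473 was read by HTRF as 665/615 ratio ×10^4.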
A549 tox – Nrf2 qHTS screen for inhibitors: counterscreen for cytotoxicity | A549 ARE-Fluc cells, CellTiter-Fluor viability, 18-24 h | Potency, µM (series often up to 46 µM), for the others: at the top dose activity change, negative = cytotoxicity, actives largely listed as inhibitors | hit rate 0.16% among 390,000 | AID 504648, 2011; note: potency is the fitted concentration of half-maximal effect; % is set by controls: 0 for no effect and ±100 for the full control effect
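A549 ARE_Fluc cells in 5% FBS OPTI-MEM were exposed to compounds in concentration-response for 18-24 h at 37 deg C. Viability was read by CellTiter-Fluor fluorescence (Ex 405/Em 525) after 30 min, before the luciferase read.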
Active calls of the source: *; [ ] = dose if it differs, or a comment. Unless noted, calls come from the whole dose curve; as a rule, active = well fitted curve in the direction sought with a large enough effect; inconclusive = small, poorly fitted or top-dose-only effect, or another doubt; inactive = no such curve, though single readings can be large; an effect the other way counts as inactive or inconclusive. Compounds as they come, and some 4.4% of all compounds hit somewhere here.

A first look:
Screening Cn1cc(CN2CCN(c3ncccn3)CC2)c(-c2cccc(Cl)c2)n1 returned TGFb SMAD3 inh 18%, HepG2 tox 50%, S2 tox inactive, CCT chaperon mod 3.1, Nrf2 ARE act 0.1%, Mm-Cpn inhibitor 2%, Nrf2 inh inconclusive, pAkt inh inactive and A549 tox -1%.
Screening O=S(=O)(c1ccc(F)cc1)N1CC=C(c2ccccc2)CC1 returned TGFb SMAD3 inh -4%, HepG2 tox -12%, S2 tox inactive, CCT chaperon mod 0.4, Nrf2 ARE act -0.3%, Mm-Cpn inhibitor 0%, Nrf2 inh -5%, pAkt inh inactive and A549 tox -7%.
Cc1ccc(S(=O)(=O)CCC(=O)Nc2cccc(C)c2)cc1 was read as TGFb SMAD3 inh 1%, HepG2 tox -2%, S2 tox inactive, CCT chaperon mod -19, Nrf2 ARE act 2.4%, Mm-Cpn inhibitor 1%, Nrf2 inh 6%, pAkt inh inactive and A549 tox -6%.

All compounds of this part, repeating the preview:
Screening Cn1cc(CN2CCN(c3ncccn3)CC2)c(-c2cccc(Cl)c2)n1 returned TGFb SMAD3 inh 18%, HepG2 tox 50%, S2 tox inactive, CCT chaperon mod 3.1, Nrf2 ARE act 0.1%, Mm-Cpn inhibitor 2%, Nrf2 inh inconclusive, pAkt inh inactive and A549 tox -1%.
Screening O=S(=O)(c1ccc(F)cc1)N1CC=C(c2ccccc2)CC1 returned TGFb SMAD3 inh -4%, HepG2 tox -12%, S2 tox inactive, CCT chaperon mod 0.4, Nrf2 ARE act -0.3%, Mm-Cpn inhibitor 0%, Nrf2 inh -5%, pAkt inh inactive and A549 tox -7%.
Cc1ccc(S(=O)(=O)CCC(=O)Nc2cccc(C)c2)cc1 was read as TGFb SMAD3 inh 1%, HepG2 tox -2%, S2 tox inactive, CCT chaperon mod -19, Nrf2 ARE act 2.4%, Mm-Cpn inhibitor 1%, Nrf2 inh 6%, pAkt inh inactive and A549 tox -6%.
`COc1ccc(N2CC(NC(=O)Cc3cccs3)CC2=O)cc1OC` (configuration not stated) gave TGFb SMAD3 inh -8%, HepG2 tox -12%, S2 tox inactive, Nrf2 ARE act 0.4% and A549 tox -3%.
COc1ccc(Cl)cc1NC(=O)Cn1nnc2sc3c(c2c1=O)CCC(C(C)(C)C)C3 (configuration not stated) was read as TGFb SMAD3 inh -2%, HepG2 tox 7%, S2 tox inactive, Nrf2 ARE act -0.7%, Nrf2 inh 0% and A549 tox 0%.
Screening CCC(=O)N1CCN=C1SCc1cccc(C(F)(F)F)c1 returned TGFb SMAD3 inh 5%, HepG2 tox -10%, S2 tox inactive, CCT chaperon mod 1.5, Nrf2 ARE act 0.2%, Mm-Cpn inhibitor 1%, Nrf2 inh -23% and A549 tox -1%.
For COc1ccc(NC(=O)CSc2nc(SC)ns2)cc1 the results were TGFb SMAD3 inh 30%[activator], HepG2 tox 8%, S2 tox inactive, CCT chaperon mod -0.5, Nrf2 ARE act 11%, Mm-Cpn inhibitor -1%, Nrf2 inh inconclusive, pAkt inh inactive and A549 tox 0%.
For CCC(C)NC(=O)CSc1nnc(-c2c[nH]c3ccccc23)o1 (configuration not stated) the results were TGFb SMAD3 inh -1%, HepG2 tox -3%, S2 tox inactive, CCT chaperon mod 3.6, Nrf2 ARE act 1.1%, Mm-Cpn inhibitor 2%, Nrf2 inh inconclusive, pAkt inh inactive and A549 tox -1%.
`c1ccc2[nH]c(NN=C3CCCCCC3)nc2c1` gave TGFb SMAD3 inh -1%, HepG2 tox -15%, S2 tox inactive, CCT chaperon mod -0.5, Nrf2 ARE act 4.2%, Mm-Cpn inhibitor 0%, Nrf2 inh 17%, pAkt inh inactive and A549 tox 1%.
COCCCN1C(=O)C(CC(=O)NC2CCCC2)CC(C(=O)N2CCOCC2)=C1C (configuration not stated) was read as TGFb SMAD3 inh 0%, HepG2 tox -53%, S2 tox inactive, CCT chaperon mod -0.6, Nrf2 ARE act -0.4% and pAkt inh inactive.
For COc1ccc(NC(=O)c2ccccc2C)c(OC)c1 the results were TGFb SMAD3 inh 0%, HepG2 tox 36%, S2 tox inactive, CCT chaperon mod 0.3, Nrf2 ARE act 0.1%, Mm-Cpn inhibitor 2%, Nrf2 inh -29%, pAkt inh inactive and A549 tox 1%.
For COc1cccc(C2CC(=O)Nc3n[nH]c(-c4ccccc4)c32)c1OC (configuration not stated) the results were TGFb SMAD3 inh -16%, HepG2 tox -3%, S2 tox inactive, CCT chaperon mod -1.8, Nrf2 ARE act -0.9%, Mm-Cpn inhibitor 2%, Nrf2 inh -18%, pAkt inh inactive and A549 tox 0%.
Screening CC(C)OC(=O)CSc1ncnc2c1cnn2Cc1ccccc1 returned TGFb SMAD3 inh 0%, HepG2 tox 0%, S2 tox inactive, CCT chaperon mod -1.0, Nrf2 ARE act -0.8%, Mm-Cpn inhibitor -4%, pAkt inh inactive and A549 tox 3%.
For Cc1cccc(-c2noc(CCCC(=O)N3CCOCC3)n2)c1 the results were TGFb SMAD3 inh -4%, HepG2 tox 2%, S2 tox inactive, CCT chaperon mod -0.2, Nrf2 ARE act -0.5%, Mm-Cpn inhibitor -2% and A549 tox 3%.
Cc1oc2c(C)c3oc(=O)c4c(c3cc2c1C)CCC4 was read as TGFb SMAD3 inh 21%, HepG2 tox 2%, S2 tox inactive, CCT chaperon mod -0.3, Nrf2 ARE act -0.7%, Mm-Cpn inhibitor -1%, Nrf2 inh 6%, pAkt inh inactive and A549 tox 0%.
`O=C1Nc2ccc(F)cc2C12Nc1ccccc1-c1nnc(SCc3ccccc3)nc1O2` (configuration not stated) gave TGFb SMAD3 inh inconclusive, HepG2 tox -31%, S2 tox inactive, CCT chaperon mod -0.8, Nrf2 ARE act 4.3%, Mm-Cpn inhibitor -4%, Nrf2 inh -16%, pAkt inh inactive and A549 tox -9%.
`CCOP(=O)(OCC)C(NC(=O)c1cccs1)C(F)(F)F` (configuration not stated) gave TGFb SMAD3 inh 0%, HepG2 tox 2%, S2 tox inactive, CCT chaperon mod -0.4, Nrf2 ARE act 1.6%, Mm-Cpn inhibitor -3%, Nrf2 inh 12%, pAkt inh inactive and A549 tox 3%.
For COc1ccc(Nc2ncnc3c2cnn3C)c(OC)c1 the results were TGFb SMAD3 inh -18%, HepG2 tox -29%, Nrf2 ARE act -0.3% and A549 tox 12%.
For CCCCCCSc1nsc(N)n1 the results were TGFb SMAD3 inh 0%, HepG2 tox -28%, S2 tox inactive, CCT chaperon mod -0.2, Nrf2 ARE act 3.0%, Nrf2 inh 24%, pAkt inh inactive and A549 tox 3%.
Cc1cccc(NC(=O)C2C3C=CC4(O3)C2C(=O)N(CCCN2CCCC2)C4C(=O)NC2CCCC(C)C2C)c1 (configuration not stated) was read as TGFb SMAD3 inh 15%, HepG2 tox -4%, S2 tox inconclusive, CCT chaperon mod 0.4, Nrf2 ARE act -0.3%, Mm-Cpn inhibitor -1%, Nrf2 inh -3%, pAkt inh inactive and A549 tox inconclusive.
`CCOC(=O)C(CC)c1cc2n(c(=O)c1C#N)CCC21OCCO1` (configuration not stated) gave TGFb SMAD3 inh 8%, HepG2 tox 2%, S2 tox inactive, CCT chaperon mod 2.7, Nrf2 ARE act -0.5% and pAkt inh inactive.
For Cc1ccc(S(=O)(=O)NCCc2csc(-c3ccc(Cl)cc3)n2)cc1 the results were TGFb SMAD3 inh 11µM*, HepG2 tox -36%, S2 tox inactive, Nrf2 ARE act 0.8% and A549 tox -1%.
Screening COCc1cc(C)nc(OCC(=O)N/N=C/c2ccc(O)cc2O)c1C#N returned TGFb SMAD3 inh 7%, HepG2 tox -12%, S2 tox inactive, CCT chaperon mod -2.5, Nrf2 ARE act -1.0%, Mm-Cpn inhibitor -4%, Nrf2 inh -16%, pAkt inh inactive and A549 tox 5%.
Cc1ccccc1C(=O)NNC(=O)C1CCN(c2ncccn2)CC1 was read as TGFb SMAD3 inh 3%, HepG2 tox -5%, S2 tox inactive, CCT chaperon mod 0.5, Nrf2 ARE act 0.3%, Mm-Cpn inhibitor 1%, Nrf2 inh 1%, pAkt inh inactive and A549 tox -5%.
Screening CN(C)c1cccc(C(=O)NNC(=S)NC2CC3CCC2C3)c1 (configuration not stated) returned TGFb SMAD3 inh -3%, HepG2 tox -16%, S2 tox inactive, CCT chaperon mod 0.7, Nrf2 ARE act 3.7%, Mm-Cpn inhibitor 0%, Nrf2 inh inconclusive, pAkt inh inactive and A549 tox -10%.
CCCN1/C(=C(/C#N)C2=NS(=O)(=O)c3ccccc32)N(C)c2ccccc21 was read as TGFb SMAD3 inh 2%, HepG2 tox -4%, S2 tox inactive, CCT chaperon mod 2.7, Nrf2 ARE act -0.2%, Mm-Cpn inhibitor -1%, Nrf2 inh inconclusive, pAkt inh inactive and A549 tox -1%.
Screening S=c1[nH]ccc2ccccc12 returned TGFb SMAD3 inh -1%, HepG2 tox 5%, S2 tox inactive, CCT chaperon mod 2.0, Nrf2 ARE act 3.9%, Nrf2 inh 1%, pAkt inh inactive and A549 tox -1%.
Screening COC(=O)COc1ccc(S(=O)(=O)N2CCN(c3ccccc3)CC2)cc1 returned TGFb SMAD3 inh -5%, HepG2 tox -3%, S2 tox inactive, CCT chaperon mod -2.3, Nrf2 ARE act -0.7%, Mm-Cpn inhibitor -3%, Nrf2 inh 14%, pAkt inh inactive and A549 tox -9%.
